M1 ag: human M1 muscarinic receptor agonists, primary screen, Fluo-8 calcium fluorescence, CHO-K1 cells, HTS; Muscarinic acetylcholine receptor M1 (Homo sapiens), P11229; CHO-K1 hM1, agonist mode; 0% DMSO, 100% acetylcholine EC100; activation, % at 3 µM; hit rate 0.33% among 360,000; AID 588814, 2011;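 active = activation above the run's mean compound activation plus 3 SD, cut at about 16% in these data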;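 note: peak over basal fluorescence ratio within a 140 s kinetic read after compound addition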
Target sequence (P11229 whole entry, looked up): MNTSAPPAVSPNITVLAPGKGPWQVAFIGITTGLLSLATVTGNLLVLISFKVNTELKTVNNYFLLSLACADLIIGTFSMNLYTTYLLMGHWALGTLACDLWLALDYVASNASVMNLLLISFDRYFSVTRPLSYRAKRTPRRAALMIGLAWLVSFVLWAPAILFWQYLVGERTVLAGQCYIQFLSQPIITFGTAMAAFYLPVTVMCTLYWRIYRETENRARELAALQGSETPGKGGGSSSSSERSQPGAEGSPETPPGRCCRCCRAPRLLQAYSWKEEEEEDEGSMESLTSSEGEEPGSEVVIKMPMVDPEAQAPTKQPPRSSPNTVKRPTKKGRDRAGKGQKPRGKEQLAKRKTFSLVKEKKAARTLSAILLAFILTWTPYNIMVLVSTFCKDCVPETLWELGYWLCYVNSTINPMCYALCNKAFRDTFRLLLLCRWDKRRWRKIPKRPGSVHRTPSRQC
CHRM1 PAM: human M1 muscarinic receptor positive allosteric modulators, primary screen, CHO-K1 cells, Fluo-8 calcium fluorescence, 1536-well; activation, % at 3 µM; hit rate 0.088% among 360,000; CHO-K1 hM1, ACh EC20; 0% = ACh EC20, 100% = maximal ACh; Muscarinic acetylcholine receptor M1 (Homo sapiens), P11229; in the data active = activation above about 19%, passing the limit was not always enough
TAAR1 agonist: human TAAR1 agonists, primary screen, Fluo-8 calcium fluorescence, CHO RD-HGA16 cells; hit rate 0.99% among 360,000; Trace amine-associated receptor 1 (Homo sapiens), Q96RJ0; vehicle wells 0%, saturating PEA agonist 100%; activation, % at 3 µM;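 active = activation above the mean activation of all test compounds in the run plus 3 SD, cut at about 38% in these data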
Target sequence (Q96RJ0 whole entry, looked up): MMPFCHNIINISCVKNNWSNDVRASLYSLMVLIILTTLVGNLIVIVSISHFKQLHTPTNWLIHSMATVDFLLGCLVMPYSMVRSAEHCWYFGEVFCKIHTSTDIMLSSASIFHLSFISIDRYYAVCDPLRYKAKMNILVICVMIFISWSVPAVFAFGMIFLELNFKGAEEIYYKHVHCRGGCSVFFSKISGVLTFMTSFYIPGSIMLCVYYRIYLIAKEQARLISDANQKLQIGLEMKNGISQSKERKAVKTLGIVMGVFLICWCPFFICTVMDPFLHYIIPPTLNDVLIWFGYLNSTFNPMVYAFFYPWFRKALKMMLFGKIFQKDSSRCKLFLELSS
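System: CHO-derived RD-HGA16 cells with stable Gα16 and human TAAR1. Times: 17-24 h plating, Fluo-8 75 min 37 °C, 30 min RT. Measured by: calcium-sensitive Fluo-8 signal, excitation 470-495, emission 515-575 nm. Read-out basis: % activation relative to PEA EC100 response. Control set: DMSO and PEA EC100. Repeats: no replicates (n 1).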
CHRM1 antagonist: human M1 muscarinic receptor antagonists, primary screen, CHO-K1 cells, Fluo-8 calcium fluorescence, 1536-well; Muscarinic acetylcholine receptor M1 (Homo sapiens), P11229; hit rate 1.3% among 360,000; CHO-K1 hM1, ACh EC80 antagonist; AID 588852, 2011; inhibition, % at 3 µM;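 active = percent inhibition above its own plate's cutoff, namely the mean of that plate's compound wells plus 3 SD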;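 note: peak over basal fluorescence ratio during 140 s after agonist addition; 0% = ACh EC80 plus DMSO and 100% = DMSO alone without agonist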
M5 PAM: human M5 muscarinic receptor positive allosteric modulators, primary screen, CHO-K1 cells, Fluo-8 calcium fluorescence. activation, % at 3 µM. Muscarinic acetylcholine receptor M5 (Homo sapiens), P08912. CHO-K1 hM5, ACh EC20 PAM; 0% = ACh EC20, 100% = ACh EC100. hit rate 0.3% among 360,000;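 active = activation above the run cutoff, the mean activation of all test compounds plus 3 SD, cut at about 18% in these data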
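system = human M5 receptor in CHO-K1 cells | compound = one concentration, 3 µM final (nominal) | schedule = Post-acetylcholine fluorescence recording 140 s | signal = Fluo-8 calcium dye fluorescence, kinetic read | benchmarks = low control EC20 acetylcholine (0%), high control EC100 acetylcholine (100%) | repeats = singlicate, one well per test compound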
M5 antag: human M5 muscarinic receptor antagonists, primary screen, CHO cells, Fluo-8 calcium fluorescence; inhibition, % at 3 µM; hit rate 0.59% among 360,000; CHO-hM5 cells, ACh EC80; Muscarinic acetylcholine receptor M5 (Homo sapiens), P08912;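 active = inhibition above a per-plate cutoff, the mean of that plate's test compounds plus 3 SD, cut at about 27% in these data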;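 note: 0% = acetylcholine EC80 with DMSO and 100% = DMSO without agonist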
CHRM4 agonist: human M4 muscarinic receptor agonists, primary screen, CHO-K1 cells, Fluo-8 calcium fluorescence; Muscarinic acetylcholine receptor M4 (Homo sapiens), P08173; CHO-K1 hM4/Gqi5; vehicle 0%, full acetylcholine response 100%; activation, % at 3 µM; hit rate 0.14% among 360,000; AID 624127, 2012;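 active = activation above the run mean over all test wells plus 3 SD, cut at about 32% in these data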;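 note: peak over basal fluorescence ratio per well then scaled between controls; 0% = DMSO wells and 100% = acetylcholine at EC100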
CHRM5 agonist: human M5 muscarinic receptor agonists, primary screen, CHO-K1 cells, Fluo-8 calcium fluorescence. Muscarinic acetylcholine receptor M5 (Homo sapiens), P08912. CHO-K1 hM5 cells; 0% DMSO wells, 100% maximal acetylcholine response. activation, % at 3 µM. hit rate 0.19% among 360,000;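 active = activation above the run's mean over test compounds plus 3 SD, cut at about 23% in these data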;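 note: signal is peak over basal fluorescence ratio across the kinetic read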
CHRM4 antagonist: human M4 muscarinic receptor antagonists, primary screen, CHO cells, Fluo-8 calcium fluorescence; CHO-hM4 cells, ACh EC80; inhibition, % at 3 µM; hit rate 0.73% among 360,000; AID 624125, 2012;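 active = inhibition above its plate's cutoff, the mean inhibition of sample wells plus 3 SD, cut at about 27% in these data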;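 note: 0% = acetylcholine EC80 with DMSO and 100% = DMSO without agonist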
Starred values were filed as active, the others as inactive; · = not tested or not shown. An excerpt; the hit share may differ from the screen's.

Keys: A = M1 ag; B = CHRM1 PAM; C = TAAR1 agonist; D = CHRM1 antagonist; E = M5 PAM; F = M5 antag; G = CHRM4 agonist; H = CHRM5 agonist; I = CHRM4 antagonist
O=C(CNc1cc(S(=O)(=O)N2CCOCC2)ccc1N1CCOCC1)Nc1cccc(C(F)(F)F)c1
  A: -3	B: 3	C: 1	D: -8	E: 9	F: -11	G: 1	H: 2	I: -2
O=C(Nc1cc2c(cc1Cl)-c1ccc([N+](=O)[O-])cc1C2=NO)C(F)(F)F
  A: 1	B: 7	C: ·	D: -19	E: -15	F: 15	G: 9	H: 19	I: -9
Cc1c(NC(=S)NC(=O)CCc2ccccc2)c(=O)n(-c2ccccc2)n1C
  A: -6	B: -5	C: 4	D: 16	E: 7	F: -2	G: 2	H: -1	I: -18
CS(=O)(=O)N(CC(=O)NCCc1ccccc1)C1CCCCC1
  A: -2	B: -5	C: 8	D: 13	E: -4	F: -1	G: 2	H: -2	I: 5
COc1ccc(-c2noc(CN3CCN(c4ccccc4F)CC3)n2)cc1OC
  A: 9	B: 8	C: 6	D: -23	E: 0	F: -1	G: 2	H: -2	I: -2
CCNc1nc(NC(C)CC)nc(Oc2ccc(OCC)nn2)n1 (stereo unspecified)
  A: -2	B: 13	C: 5	D: -10	E: -7	F: 4	G: 1	H: 3	I: -1
CC(=O)Nc1cc(-c2cccc(N)c2)cn2c(-c3ccc(C(C)=O)cc3)cnc12
  A: -6	B: 1	C: 3	D: -10	E: -4	F: 10	G: 6	H: 1	I: -7
COC(=O)c1cccc(NC(=O)/C=C/c2ccc3c(c2)OCO3)c1
  A: -6	B: -11	C: 14	D: 11	E: -7	F: 8	G: 7	H: 1	I: 7
CCOCCNC(=O)c1ccccc1C(=O)NCCOCC
  A: -3	B: 7	C: 1	D: -8	E: -9	F: 5	G: 1	H: 2	I: 9
COc1ccc(OC)c(NC(=O)C2CC(/C=C/c3ccccc3)=NO2)c1 (stereo unspecified)
  A: -5	B: -2	C: 3	D: 7	E: -4	F: 0	G: 1	H: -6	I: -17
CCCc1ccc2oc(C(=O)N3CCC[C@H]3CO)c(C)c2c1
  A: 2	B: 14	C: 0	D: -21	E: 12	F: 10	G: 1	H: 0	I: 6
Cc1cccc(Nc2cc(=O)n(C)c(=O)[nH]2)c1
  A: -6	B: 8	C: 12	D: -12	E: -2	F: 6	G: 0	H: -5	I: -1
CCOc1ccc(-c2nn(-c3ccccc3)cc2/C=C2\SC(=S)N(C3CCS(=O)(=O)C3)C2=O)cc1 (stereo unspecified)
  A: -2	B: 3	C: 13	D: 3	E: 1	F: 11	G: 0	H: -9	I: 3
O=C(Cc1ccccc1)Nn1c(O)c(/C=C2\C=Nc3ccccc32)sc1=S
  A: 9	B: -16	C: 22	D: 23	E: -11	F: 11	G: 18	H: 15	I: 11
CC(=O)c1cccc(NC(=O)C2CCCC2)c1
  A: -3	B: 2	C: 6	D: 2	E: 5	F: -5	G: 1	H: 1	I: -1
Cc1ccc(NC(=O)C2CC(=O)OC23CCOC(C)(C)C3)cc1 (stereo unspecified)
  A: -3	B: 5	C: 4	D: -20	E: 6	F: -9	G: 0	H: -3	I: -3
CN1CCN(NC(=S)Nc2ccccc2)CC1
  A: -12	B: 13	C: 5	D: -10	E: 10	F: -5	G: 1	H: -5	I: -6
COCCN(C(=O)COC(=O)C1COc2ccccc2O1)c1c(N)n(Cc2ccccc2)c(=O)[nH]c1=O (stereo unspecified)
  A: -1	B: 9	C: 1	D: -18	E: 3	F: 1	G: 1	H: 4	I: -9
CC(=O)c1ccccc1NC(=O)COC(=O)C1COc2ccccc2O1 (stereo unspecified)
  A: -2	B: 15	C: 1	D: -25	E: 5	F: -1	G: 2	H: -1	I: -21
Cc1csc(SCC(=O)Nc2ccccc2C)n1
  A: -4	B: 5	C: 1	D: -6	E: 7	F: 2	G: 0	H: 2	I: -13
CCOc1ccccc1Nc1cc(C)nc2nc(C)nn12
  A: 3	B: 6	C: 0	D: -15	E: -4	F: 0	G: -1	H: 3	I: 3
Cc1ccc2oc(C(=O)N3CCN(C)C[C@@H]3C(C)C)c(C)c2c1
  A: -6	B: 10	C: 10	D: -17	E: 1	F: 4	G: 0	H: -1	I: 10
COCc1[nH][nH]c(=O)c1C=Nc1ccc(OC(F)(F)F)cc1
  A: -4	B: -3	C: 4	D: 5	E: -7	F: 6	G: 1	H: -3	I: 7
Fc1ccc(Nc2nc(N3CCOCC3)nc(N3CCOCC3)n2)cc1Cl
  A: -1	B: -4	C: 0	D: 13	E: 0	F: 12	G: 0	H: -4	I: 1
Cc1c2ccccc2nc2c(F)c(NC(C)C)c(F)c(F)c12
  A: -3	B: -1	C: 6	D: 7	E: -13	F: 20	G: 3	H: 1	I: -1

Overlap with the part before: three compounds, then new ones.
Keys: A = M1 ag; B = CHRM1 PAM; C = TAAR1 agonist; D = CHRM1 antagonist; E = M5 PAM; F = M5 antag; G = CHRM4 agonist; H = CHRM5 agonist; I = CHRM4 antagonist
COCc1[nH][nH]c(=O)c1C=Nc1ccc(OC(F)(F)F)cc1
  A: -4	B: -3	C: 4	D: 5	E: -7	F: 6	G: 1	H: -3	I: 7
Fc1ccc(Nc2nc(N3CCOCC3)nc(N3CCOCC3)n2)cc1Cl
  A: -1	B: -4	C: 0	D: 13	E: 0	F: 12	G: 0	H: -4	I: 1
Cc1c2ccccc2nc2c(F)c(NC(C)C)c(F)c(F)c12
  A: -3	B: -1	C: 6	D: 7	E: -13	F: 20	G: 3	H: 1	I: -1
CNC(=O)CSc1ncnc2c1cnn2-c1ccccc1
  A: -3	B: 10	C: 1	D: -15	E: 9	F: 4	G: 1	H: 2	I: 2
CCCNC(=O)C1(C)CCN(C(=O)c2cccnc2Oc2ccccc2)C1 (stereo unspecified)
  A: 0	B: 6	C: 3	D: -3	E: 0	F: -2	G: 3	H: 0	I: -4
O=C(CSc1nnc(Cc2cccs2)n1Cc1ccco1)Nc1ccc(Cl)cc1Cl
  A: -7	B: -1	C: 13	D: -2	E: -6	F: -1	G: 2	H: -2	I: -5
O=C1NC[C@H](Cc2ccccc2)N(C[C@@H]2CCCN2C[C@H](Cc2ccccc2)N2C[C@H](Cc3ccccc3)N(CCc3ccccc3)C(=O)C2=O)C1=O
  A: -11	B: 6	C: 1	D: -1	E: 7	F: -10	G: 0	H: -3	I: -19
Nc1nc2ccc(N3CCOCC3)cc2s1
  A: -2	B: 7	C: 8	D: -22	E: 11	F: -7	G: 1	H: -2	I: -3
CCN(C(=O)COC(=O)c1cc(C)n(-c2ccc(F)cc2)c1C)C1CCS(=O)(=O)C1 (stereo unspecified)
  A: -4	B: 4	C: 7	D: -4	E: 7	F: -6	G: 0	H: 2	I: 7
COC(=O)Cn1nc(-c2ccccc2)c2ccccc2c1=O
  A: -8	B: 6	C: 9	D: 1	E: -1	F: 3	G: 0	H: -1	I: 2
O=C(NCc1cccc(Cl)c1)C1CCCN(c2ncnc3c2nc2n3CCCCC2)C1 (stereo unspecified)
  A: -4	B: -1	C: 0	D: 4	E: 1	F: -4	G: 4	H: -1	I: 2
Cc1ccc(C(O)c2ccncc2)cc1 (stereo unspecified)
  A: -4	B: 1	C: 21	D: -4	E: -2	F: 5	G: 0	H: -2	I: 5
CCc1ccc(N2CC(C(=O)Nc3cccnc3)CC2=O)cc1 (stereo unspecified)
  A: -5	B: -12	C: 4	D: 8	E: -4	F: -5	G: 1	H: -6	I: 7
Cc1oc(/C=N/NC(=O)CN(c2ccccc2Cl)S(C)(=O)=O)cc1Br
  A: -7	B: 7	C: 2	D: -7	E: 1	F: -7	G: 2	H: -2	I: 4
O=C1C(Cl)=C(NCCc2ccccc2)C(=O)N1CCc1ccccc1
  A: -5	B: -7	C: 43*	D: -9	E: -10	F: 6	G: 2	H: -6	I: 6
O=CN1CCN(C(=S)NC(=O)c2ccc(Cl)cc2)CC1
  A: -1	B: 1	C: 0	D: 1	E: 0	F: -16	G: 1	H: -4	I: -26
CC(C(=O)Nc1ncn[nH]1)N1C(=O)c2ccccc2C1=O (stereo unspecified)
  A: -2	B: 8	C: 6	D: -12	E: -3	F: 4	G: 1	H: -1	I: 3
CSc1ccccc1OCc1cc(C(=O)NC2CCOC(C)(C)C2)no1 (stereo unspecified)
  A: 1	B: 13	C: 1	D: -7	E: 1	F: 8	G: 5	H: 0	I: -18
Cc1ccc2c(c1)C=CC(C)(C)S2=O (stereo unspecified)
  A: -3	B: -11	C: 4	D: 7	E: -5	F: 11	G: 0	H: 1	I: 8
CCOCCCNC(=O)c1cc2cc3cc(OC)ccc3nc2o1
  A: -2	B: -6	C: -1	D: 12	E: -5	F: 8	G: 1	H: 0	I: 1
COc1ccc(NC(=S)N(CCO)Cc2cc3c(C)cc(C)cc3[nH]c2=O)cc1
  A: -4	B: 13	C: -2	D: -20	E: 11	F: -3	G: 0	H: 1	I: -3
Cc1c(-c2ccc(F)cc2)nc(N)c(C#N)c1-c1ccco1
  A: -4	B: 11	C: 4	D: -3	E: -4	F: 4	G: -2	H: -2	I: 5
CCC(C)NC(=O)C1CCCN(S(=O)(=O)c2ccc3c(c2)CC(C)N3C(=O)C2CC2)C1 (stereo unspecified)
  A: -4	B: 7	C: 0	D: -4	E: -1	F: 1	G: 1	H: 0	I: -3
OCCNc1nc(-c2cccnc2)nc2ccccc12
  A: -8	B: 3	C: 2	D: -3	E: -4	F: 0	G: 6	H: 4	I: 6
CCOc1c(Nc2ccccc2O)c(=O)c1=O
  A: -3	B: -4	C: 0	D: 12	E: -22	F: 26	G: 14	H: 1	I: 17
CC(C)(C)OC(=O)C[C@@H]1C/C=C\C[C@@H](CC(=O)NCCO)C(=O)N2CCC[C@H]2COC1=O
  A: -2	B: 6	C: 3	D: 8	E: -3	F: 1	G: 0	H: 6	I: 5
Cc1noc(C)c1C(=O)Nc1ccccc1C(=O)NCCc1ccccc1
  A: -4	B: -1	C: 0	D: 0	E: -5	F: 9	G: 12	H: -1	I: -4
C=C(Cl)COc1ccc2c(CCC)cc(=O)oc2c1
  A: -5	B: 4	C: -3	D: -9	E: -4	F: 8	G: -3	H: -8	I: -4
COc1ccc(-c2ccc(OC)c([C@H]3[C@H]4C=CC[C@@H](C)[C@@H]4C(=O)N3Cc3ccccc3)c2)cc1C
  A: -1	B: 4	C: 3	D: -5	E: 4	F: 12	G: 0	H: -3	I: -4
Cc1cc(C(=O)NC(C)Cc2ccccc2)cc(C)c1[N+](=O)[O-] (stereo unspecified)
  A: -11	B: 5	C: 3	D: -9	E: -5	F: 19	G: 4	H: -5	I: -3

From PubChem
